# MCL1-BIM inh = inhibitors of MCL1 binding to BIM-BH3, primary screen, biochemical, fluorescence polarization. AID 2057, 2009. inhibition, % at 10.9 µM. Induced myeloid leukemia cell differentiation protein Mcl-1 (Homo sapiens), Q07820. GST-MCL1 / FITC-Bim-BH3 fluorescence polarization. 320,000 compounds, 0.68% hits;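 active means inhibition above the mean inhibition of all tested compounds plus 3 SD, set per campaign, cut at about 40% in these data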;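 further: 0% = DMSO wells and 100% = unlabeled Bim-BH3 peptide control; higher means more loss of mP so more displacement of Bim peptide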
# Target sequence (Q07820 whole entry, looked up): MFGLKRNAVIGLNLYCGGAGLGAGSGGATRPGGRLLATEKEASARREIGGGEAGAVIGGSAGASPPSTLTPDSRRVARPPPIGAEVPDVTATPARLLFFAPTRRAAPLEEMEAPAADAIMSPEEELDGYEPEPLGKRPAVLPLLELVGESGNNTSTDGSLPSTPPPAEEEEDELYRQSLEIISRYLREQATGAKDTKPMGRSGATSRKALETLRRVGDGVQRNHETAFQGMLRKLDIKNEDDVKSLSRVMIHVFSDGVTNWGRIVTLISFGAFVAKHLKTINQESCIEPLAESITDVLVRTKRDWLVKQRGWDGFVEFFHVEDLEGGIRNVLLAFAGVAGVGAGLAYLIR
# Fam108B inh = mouse Fam108B serine hydrolase inhibitors, primary screen, counter-screen for RBBP9 inhibitor project, biochemical, fluorescence polarization; 300,000 compounds, 0.33% hits; recombinant Fam108B, FP-Rh probe fluorescence polarization; AID 1947, 2009; inhibition, % at 9.51 µM;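 active means inhibition above the screen mean inhibition plus 3 SD, computed separately per campaign, cut at about 18% in these data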;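 further: inhibitors lower polarization as less probe binds the enzyme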
# AHR act = AHR activators, primary screen, cell-based, luminescence, luciferase reporter, human | Aryl hydrocarbon receptor (Homo sapiens), P35869 | AHR-responsive luciferase reporter cells | activation, % at 5 µM | 320,000 compounds, 2.5% hits | AID 2796, 2010; in the data active means activation above about 47%;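 further: 0% = vehicle wells and 100% = reference agonist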
# Bcl-xL primary = inhibitors of human Bcl-xL, primary screen, biochemical, fluorescence polarization, HTS. Bcl-2-like protein 1 (Homo sapiens), Q07817. GST-Bcl-xL / FITC-Bim BH3 peptide fluorescence polarization. inhibition, % at 10.9 µM. 320,000 compounds, 0.7% hits. AID 2129, 2009;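 active means inhibition above the mean of all tested compounds plus 3 SD, cutoff set per campaign, cut at about 30% in these data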;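 further: 0% = DMSO wells and 100% = unlabeled Bim-BH3 peptide competitor; inhibitors lower millipolarization by displacing the labeled peptide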
# Target sequence (Q07817 whole entry, looked up): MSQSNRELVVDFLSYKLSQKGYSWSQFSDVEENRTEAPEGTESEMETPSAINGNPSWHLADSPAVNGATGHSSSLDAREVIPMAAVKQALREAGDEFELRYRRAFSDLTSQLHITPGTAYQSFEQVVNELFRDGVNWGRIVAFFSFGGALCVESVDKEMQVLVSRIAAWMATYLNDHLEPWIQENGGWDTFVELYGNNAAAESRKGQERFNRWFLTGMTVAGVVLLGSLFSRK
# MEX-5 binding = MEX-5 zinc finger RNA-binding disruptors – biochemical, C. elegans, fluorescence polarization, MLPCN library, primary screen | MEX-5/FITC-TCR2 RNA binding; hits give low values | activity score (negative = inhibition of binding), % at 10 µM | 300,000 compounds, 0.38% hits | AID 1832, 2009;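 active means inhibition past about -25% in most replicates, and total fluorescence under double the plate's negative control median, limit read from the data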;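 further: 0% = DMSO and -100% = 5 µM competing unlabeled TCR2 RNA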
# GLD-1 RNA inh = GLD-1/TGE RNA complex disruptors, primary screen, biochemical, fluorescence polarization; purified GLD-1 + fluorescein TGE RNA; inhibition, % at 5.96 µM; 320,000 compounds, 0.44% hits; AID 2280, 2010;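 active means percent inhibition above a per-plate cutoff, the plate mean of test compounds plus 3 SD, cut at about 30% in these data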;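 further: 0% = DMSO wells with GLD-1 and probe and 100% = wells lacking GLD-1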
# PME-1 primary = PME-1 inhibitors via competitive probe labeling, primary screen, biochemical, fluorescence polarization, FP-Rh probe, HTS; recombinant PME-1; Protein phosphatase methylesterase 1 (Homo sapiens), Q9Y570; inhibition, % at 5.9 µM; 320,000 compounds, 0.53% hits;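 active means inhibition above the campaign mean of all compounds plus 3 SD, cut at about 26% in these data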;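 further: competitive labeling of PME-1 active site by serine hydrolase directed probe; 0% = PME-1 with DMSO and 100% = wells lacking PME-1 enzyme; inhibitors block probe labeling so polarization falls and inhibition rises; many of its hits are not listed in these tables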
# Target sequence (Q9Y570 whole entry, looked up): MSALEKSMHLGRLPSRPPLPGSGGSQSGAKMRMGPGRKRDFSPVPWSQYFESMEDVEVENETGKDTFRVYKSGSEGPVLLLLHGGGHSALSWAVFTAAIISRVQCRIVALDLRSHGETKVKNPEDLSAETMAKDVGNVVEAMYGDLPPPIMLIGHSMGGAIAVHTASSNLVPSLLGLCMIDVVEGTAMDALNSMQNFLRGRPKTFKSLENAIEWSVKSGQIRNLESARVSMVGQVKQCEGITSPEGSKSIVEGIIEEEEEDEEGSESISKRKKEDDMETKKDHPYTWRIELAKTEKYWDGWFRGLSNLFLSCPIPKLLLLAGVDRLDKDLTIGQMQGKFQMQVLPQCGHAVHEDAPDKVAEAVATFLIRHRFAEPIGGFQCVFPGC
# PAFAH1B2 FP inh = PAFAH1B2 enzyme inhibitors, primary screen, biochemical, fluorescence polarization, human. Platelet-activating factor acetylhydrolase IB subunit alpha2 (Homo sapiens), P68402. recombinant PAFAH1B2, FP-rhodamine activity probe. inhibition, % at 3.39 µM. 340,000 compounds, 1.2% hits. AID 492953, 2010;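 active means inhibition above the mean of all tested compounds plus 3 SD, cut at about 24% in these data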;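 further: 0% = enzyme with DMSO and 100% = wells lacking PAFAH1B2; many of its hits are not listed in these tables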
# pPAFAH inh = pPAFAH enzyme inhibitors, primary screen, biochemical, fluorescence polarization, human; inhibition, % at 3.39 µM; Platelet-activating factor acetylhydrolase (Homo sapiens), Q13093; 330,000 compounds, 1.5% hits; recombinant pPAFAH, FP-rhodamine probe fluorescence polarization; AID 463082, 2010;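 active means inhibition above the mean inhibition across the screen plus 3 SD, cut at about 25% in these data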;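 further: inhibitors block binding of the rhodamine activity-based probe so polarization drops; 0% = enzyme with DMSO and 100% = wells lacking pPAFAH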
# Active calls of the source: *; · = not tested or not shown. Only part of the results is shown; rates above refer to the full screens.
structure,MCL1-BIM inh,Fam108B inh,AHR act,Bcl-xL primary,MEX-5 binding,GLD-1 RNA inh,PME-1 primary,PAFAH1B2 FP inh,pPAFAH inh
CCCS(=O)(=O)c1nc(S(=O)(=O)c2ccc(C)cc2)c(NCc2ccccn2)s1,-3,1,2,-1,-2.2,-1,10,1,-3
Cc1c(C(=O)Nc2ccccn2)oc2c(Cl)cccc12,2,-5,74*,0,-2.3,4,1,0,1
COc1ccccc1Nc1nc(N)nc(CSC(=S)N2CCCCC2C)n1 (stereo unspecified),13,-3,17,4,2.2,12,8,3,7
CCC1=C(c2ccc(C)cc2)S(=O)(=O)N=C1N1CCC(C(=O)NCCCN2CCCCC2)CC1,2,3,-2,-4,1.5,-3,5,4,6
CCn1c(=O)cc(C(=O)OC)sc1=Nc1ccc(F)c(F)c1,-7,-1,0,-2,1.5,2,3,5,2
Cn1c(C(=O)NCCN2CCc3ccccc3C2)cc2c(=O)[nH]c3ccccc3c21,3,0,31,3,2.3,-4,1,-4,-1
O=C(/C=C/c1cccc(F)c1)Nc1ccc(S(=O)(=O)N2CCOCC2)cc1,·,·,4,·,·,3,·,-5,-5
CCN(C(=O)COc1cc(=O)n(C)c2ccccc12)c1cccc(Cl)c1,4,2,5,3,-3.0,-6,14,1,23
Cc1ccc2nc(SCC(=O)NCc3ccc(F)cc3)nc(=O)n2c1,5,-2,-2,5,-0.7,2,-2,-1,-3
COc1ccc(-n2c(SCC(C)=O)nc3sc(C)c(C)c3c2=O)cc1,-10,2,-1,1,-1.7,0,2,6,4
COc1ccc(NC(=O)c2c(F)cccc2Cl)cc1S(=O)(=O)N1CCOCC1,·,·,-2,·,·,1,·,6,-3
COc1cccc2[nH]c3c(N4CCC(C)CC4)ncnc3c12,-5,2,60*,-3,3.3,-3,4,4,5
CCC1(CC)Nc2ccccc2C(=O)N1c1ccc(OC)cc1,0,6,-3,3,1.6,-11,1,4,-2
COc1cccc(C2=NOC(C(=O)Nc3cc(OC)c(OC)c(OC)c3)C2)c1 (stereo unspecified),4,4,14,5,-1.4,2,-5,2,-4
O=C(Cc1cccc2ccccc12)NCC1CCCO1 (stereo unspecified),-3,-2,0,-1,-1.8,0,-1,4,7

# Going on with the list.
structure,MCL1-BIM inh,Fam108B inh,AHR act,Bcl-xL primary,MEX-5 binding,GLD-1 RNA inh,PME-1 primary,PAFAH1B2 FP inh,pPAFAH inh
Cc1nc([N+](=O)[O-])c(C(=O)OCc2cccc(Br)c2)n1C,3,8,2,4,0.9,-1,-3,3,6
Cc1ccn2c(NC(=O)C(C)(C)Oc3ccc(Cl)cc3)c(-c3cccs3)nc2c1,3,-1,8,5,0.1,2,17,0,4
O=C(NC1CCCCC1)C1CCN(S(=O)(=O)c2cccs2)CC1,4,0,0,2,-0.5,0,11,5,0
CCOC(=O)Cc1nn[nH]n1,2,-4,-1,3,0.2,1,-1,0,0
COc1ccc(-c2coc3cc(O)cc(O)c3c2=O)cc1OC,4,-3,3,3,-2.0,2,2,2,3
NC(=O)c1ccc(N=C2C(=O)Nc3ccc([N+](=O)[O-])cc32)cc1,-2,24*,3,-1,-1.9,-3,3,12,1
CCOC(=O)c1c(NC(=S)N2CCOCC2)sc(C)c1C,0,3,10,1,2.7,-1,13,0,2
COC(=O)c1ccsc1-n1cc(C#N)c(=O)n(C)c1=O,6,-2,1,-1,1.5,-3,0,-2,-3
CCOC(=O)c1ccc(-c2cc(C)no2)[nH]1,1,6,-2,0,-0.3,4,3,-2,2
Cc1cc(NC(=O)CSc2nc3ccsc3c(=O)n2CCCCC(=O)O)no1,-3,-5,-4,-1,·,6,-2,-1,0
CCOC(=O)n1c(=O)[nH]c2ccc(Br)cc21,1,2,4,-3,0.3,3,-5,5,6
Oc1ccc(C[C@@H]2CNCCN2CCCCC2CCCCC2)cc1,2,-1,-4,7,4.5,0,-5,-4,2
CCN(C(=O)COC(=O)/C=C/c1cccc(Cl)c1)c1c(N)n(Cc2ccccc2)c(=O)[nH]c1=O,-3,·,0,2,·,7,-12,0,-3
CC(CNC(=O)CCS(=O)(=O)c1ccc2c(c1)NC(=O)CO2)c1ccccc1 (stereo unspecified),1,0,-1,0,2.1,1,1,4,7
COc1ccccc1-c1noc(CCC(=O)Nc2cc(C(F)(F)F)ccc2Cl)n1,-1,-7,20,6,1.1,-1,-2,4,-3

# Further compounds follow.
structure,MCL1-BIM inh,Fam108B inh,AHR act,Bcl-xL primary,MEX-5 binding,GLD-1 RNA inh,PME-1 primary,PAFAH1B2 FP inh,pPAFAH inh
COc1ccc(C(=O)NCCSCc2ccccc2)cc1OC,1,-1,5,1,0.5,7,-1,3,-2
CC1Oc2ccccc2OC1C(=O)Nc1ccccn1 (stereo unspecified),1,3,68*,2,-1.0,-8,-7,4,-1
Cc1ccc(CNCC(=O)Nc2ccc(C)cc2Br)cc1,-14,-2,0,-10,-1.6,-5,4,6,5
Cc1ccc(/C=N/NC(=O)c2c[nH]c3ccccc23)s1,-2,-2,50*,1,-1.1,3,-11,-3,2
COC(=O)c1ccc(N2C(=O)CC(N3CCOCC3)C2=O)cc1 (stereo unspecified),0,-3,-2,1,-1.2,6,-1,1,-1
CC(=O)c1ccc(NC(=S)N(C)C2CCN(C)CC2)cc1,9,-3,2,3,0.7,-1,6,-4,2
Cc1ccnc(NC(=O)c2ccc(Cl)cc2Cl)n1,6,1,3,4,2.0,2,-1,·,0
Cc1ccccc1NC(=O)Cn1cccc1,6,1,2,6,0.2,-9,-5,-1,9
O=C(N/N=C\c1c(F)c(F)c(F)c(F)c1F)c1ccc(-c2ccccc2)cc1,3,1,3,3,-0.4,-5,-6,-2,-5
C1CCN=C(NC23CC4CC(CC(C4)C2)C3)CC1,15,0,0,4,-4.3,3,-4,·,1
COc1c(C)cc(S(=O)(=O)NCCN2CCOCC2)c(C)c1C,0,0,1,4,-3.0,10,-8,1,7
CN(C1CCS(=O)(=O)C1)S(=O)(=O)c1ccccc1 (stereo unspecified),-6,-1,-1,-3,0.5,-15,6,0,2
Cc1nn(C)cc1/C=N/NC(=O)c1ccco1,-3,1,3,-4,-1.5,6,-6,1,3
O=C(O)c1cc(NCc2ccccc2)ccc1N1CCOCC1,-4,-2,-1,2,0.3,0,-5,6,7
Cc1ccccc1C(=O)c1c[nH]c(C(=O)NCCc2ccccn2)c1,-9,-1,3,-3,-1.0,5,-7,2,-3

# Following part.
structure,MCL1-BIM inh,Fam108B inh,AHR act,Bcl-xL primary,MEX-5 binding,GLD-1 RNA inh,PME-1 primary,PAFAH1B2 FP inh,pPAFAH inh
COc1cc(C(=O)Nc2ccc3c(c2)C(=O)N(CCC(=O)O)C3=O)cc(OC)c1OC,4,1,0,0,1.3,6,-5,1,-1
O=C(O)CC(CC(=O)O)c1ccsc1,-2,·,-2,-1,·,0,3,0,3
Cc1cc(C)n2ncc(C(=O)NCc3cccnc3)c2n1,11,-4,68*,2,-0.4,3,-4,-3,-3
O=C(NC1CCCCC1)c1ccc(CS(=O)Cc2ccccc2Cl)o1 (stereo unspecified),-3,2,2,-4,0.4,-7,3,5,10
Nc1ccccc1S(=O)(=O)C(F)F,0,1,-1,4,3.4,1,-2,3,2
COc1ccc(C(=O)C2CCCN(C(=O)C3=CCCC3)C2)c(C)c1 (stereo unspecified),0,-4,1,4,1.9,4,-5,2,3
Cc1ccc(NC(=O)CSc2nnnn2-c2cccnc2)c(C)c1,1,0,3,4,4.0,3,5,3,2
CCOC(=O)C1(Cc2ccccc2)CCN(Cc2cnn(C(C)C)c2)CC1,5,2,0,1,-0.6,8,1,4,-4
O=C1OC(CN2CCOCC2)CN1N=Cc1ccc([N+](=O)[O-])o1 (stereo unspecified),23,-1,-2,17,·,10,5,-4,3
C[C@@H]1C(=O)O[C@H](C)[C@H]1C[C@@H](O)[C@](C)(O)C1CC[C@@]2(O)C3=CC(=O)[C@@H]4C[C@@H](O)[C@@H](O)C[C@]4(C)C3CC[C@]12C (stereo partly specified),·,·,2,·,·,4,·,-3,0
COc1ccc(COc2ccccc2C(=O)Nc2ccccn2)cc1[N+](=O)[O-],-9,-10,18,-5,0.4,4,-9,1,3
CCC(C)(C)NC(=O)C(C(C)C)N(CC1CCCO1)C(=O)CNS(=O)(=O)c1ccccc1 (stereo unspecified),5,2,-2,6,1.2,9,1,2,7
CCCCOC(=O)C1[C@H]2C(=O)N(c3ccccc3CC)C[C@]23C=C[C@H]1O3 (stereo partly specified),7,3,1,7,-3.1,7,4,4,5
CCCCCCn1cnc2c(oc3nc4c(cc32)CCCC4)c1=O,11,4,-10,4,-2.9,-4,0,0,-3
O=C(NC(NCCCN1CCOCC1)(C(F)(F)F)C(F)(F)F)C1CCCCC1,-2,0,-1,-6,-4.1,3,-4,-3,6

# (listing goes on)
structure,MCL1-BIM inh,Fam108B inh,AHR act,Bcl-xL primary,MEX-5 binding,GLD-1 RNA inh,PME-1 primary,PAFAH1B2 FP inh,pPAFAH inh
Nc1ccc(-c2nc3ccc(N)cc3o2)cc1,9,-2,18,3,2.0,5,5,-4,7
Cc1ccc(NC(=O)CSCC(=O)Nc2cccc(S(=O)(=O)N3CCCCCC3)c2)cc1,-4,·,0,-2,·,-1,-2,5,-1
Cc1ccc(C(CNS(=O)(=O)c2ccc(F)cc2C)N2CCN(C)CC2)cc1 (stereo unspecified),0,-3,-2,3,0.8,9,-1,-2,-1
O=C1CC(Sc2ncccn2)C(=O)N1c1ccccc1 (stereo unspecified),10,-1,1,11,-1.8,8,0,-1,1
CC(C)CCNC(=O)CCCCn1c(=O)[nH]c2ccsc2c1=O,3,-1,0,2,-0.8,6,-1,6,4
COc1cc(C(=O)NCCN2CCCC2)cc(OC)c1OC,2,-3,0,0,-0.1,1,1,7,9
CC1(CC(=O)N/N=C/c2cc3c(cc2Br)OCO3)OCCO1,1,-4,31,2,0.0,8,-7,3,-6
COc1ccccc1NC(=S)NNC(=O)c1ccccc1,7,6,3,4,-1.6,3,2,-2,5
O=C(O)CN1C(=O)/C(=C\c2ccccc2OCc2ccc(F)cc2)SC1=S,5,4,3,5,2.3,0,5,16,14
Cc1ccc(-c2cc(C(=O)N3CC4(C)CC3CC(C)(C)C4)no2)cc1 (stereo unspecified),5,-2,0,4,0.2,0,-8,-3,4
COCCCN1C(=O)c2ccc(C(=O)N3CCN(c4ccc(OC)cc4)CC3)cc2C1=O,-2,0,1,-2,0.9,1,-6,3,5
O=C(CN(Cc1ccccc1)S(=O)(=O)c1ccc(F)cc1)NCCC1=CCCCC1,10,2,-2,5,0.8,3,4,11,3
C/C(=N/NC(=O)CNC(=O)Cc1ccccc1)c1ccc(Cl)cc1,2,-1,0,4,0.1,1,1,·,2
COC(=O)C1=C(N)Oc2c(oc(CO)cc2=O)C1c1c(F)cccc1Cl (stereo unspecified),3,0,0,4,-2.9,-2,3,0,4
CN(Cc1ccccc1)C(=O)COc1cc(=O)n(C)c2ccccc12,2,-4,4,0,-0.3,-5,-2,9,32*

# Compound activity as filed in PubChem.
